LRH-1 inv ag: NR5A2 inverse agonism in reporter assay; O00482; HEK293T StAR-luciferase reporter, LRH-1 transfected, 24 h; inhibition, % at 3.6 µM; actives 0.13% (n = 360,000); AID 602396;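 active means inhibition above the mean inhibition of all tested compounds plus 3 SD, cut at about 73% in these data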;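 further: 0% = DMSO wells and 100% = reporter-only cells lacking LRH-1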
TROY NFkB inh: blocks TROY-dependent signaling in reporter cells; Q293 LMP1-TROYcd NF-kB luciferase reporter, 4 h; inhibition, % at 10 µM; actives 0.98% (n = 360,000);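 active means compounds whose plate-normalised and pattern-corrected inhibition of the luciferase reporter signal at the single screening dose is 50% or more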
NCOA1 inh: inhibitors of human steroid receptor coactivator 1 (SRC1); Q15788; HEK293 GAL4-SRC1 luciferase reporter, luminescence; inhibition, % at 3.6 µM; actives 0.12% (n = 360,000); AID 588354;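 active means inhibition above the campaign mean plus 3 SD, with each screening campaign given its own cutoff, cut at about 60% in these data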;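 further: 0% = DMSO treated cells and 100% = gossypol at 36 µM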
EBV LMP1 NFkB: inhibitors of Epstein-Barr LMP1-induced NF-kappaB reporter | LMP1-induced NF-kappaB luciferase reporter cells, luminescence | inhibition, % at 12.5 µM | actives 0.69% (n = 350,000) | AID 504558; in the data active means inhibition above about 41%;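 further: 0% = neutral control wells and 100% = reference inhibitor control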
TWEAK Fn14 block: inhibitors of TWEAK-Fn14 interaction signaling. actives 2% (n = 360,000). TWEAK-stimulated Fn14 reporter cells, luciferase luminescence, 8 h. inhibition, % at 10 µM. AID 1159606; in the data active means inhibition above about 50%
KKLEB cytotox: counter-screen for CF NF-kB inhibitors: cytotoxicity | KKLEB CF airway cells viability, ATPlite luminescence, overnight; hits give low values; cells stimulated with P. aeruginosa culture filtrate | actives 0.36% (n = 360,000) | AID 602141 | activity change (cytotoxicity), % at 5 µM;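 active means corrected activity change at or below -50% at 5 µM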
C8 TRAIL sens: caspase-8 TRAIL sensitization. NB7+C8 cells + TRAIL, ATPlite viability luminescence. inhibition (viability loss, TRAIL sensitization), % at 10 µM. actives 1% (n = 360,000). AID 624354;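 active means compounds causing at least 50% loss of cell viability in the single-dose screen, relative to plate controls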
CF NFkB inh: blocks PAF-induced NF-kB reporter in cystic fibrosis cells; KKLEB NF-kB-GFP reporter, GFP fluorescence overnight; inhibition, % at 5 µM; actives 0.86% (n = 360,000); AID 588850;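 active means at least 50% inhibition at 5 µM, scaled per plate between neutral and stimulator controls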;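 further: PAF is a Pseudomonas aeruginosa culture filtrate used as stimulus; plate controls were PAF-stimulated DMSO wells for no effect and unstimulated DMSO wells for full effect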
COUP-TFII inh: inhibitors of human COUP-TFII (NR2F2); HEK293T NGFI-A luciferase reporter, luminescence; AID 686940; P24468; actives 0.7% (n = 370,000); inhibition, % at 8.6 µM;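 active means inhibition above a per-plate cutoff, mean inhibition of test wells between control levels plus 3 SD, cut at about 38% in these data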;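 further: cells cotransfected with COUP-TFII expression vector driving the NGFI-A reporter; 0% = median of COUP-TF2 test wells and 100% = reporter-only cells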
SRC2 inh: human SRC2 (NCOA2) inhibition; actives 0.17% (n = 370,000); HEK293 GAL4-SRC2 luciferase reporter, luminescence; AID 651957; inhibition, % at 9 µM; Q15596;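 active means inhibition above the mean inhibition of all tested compounds plus 3 SD, set per campaign, cut at about 52% in these data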;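 further: 0% = DMSO treated cells and 100% = cells given Gossypol at 36 µM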
Target sequence (Q15596 whole entry, looked up, the tested form may be a part): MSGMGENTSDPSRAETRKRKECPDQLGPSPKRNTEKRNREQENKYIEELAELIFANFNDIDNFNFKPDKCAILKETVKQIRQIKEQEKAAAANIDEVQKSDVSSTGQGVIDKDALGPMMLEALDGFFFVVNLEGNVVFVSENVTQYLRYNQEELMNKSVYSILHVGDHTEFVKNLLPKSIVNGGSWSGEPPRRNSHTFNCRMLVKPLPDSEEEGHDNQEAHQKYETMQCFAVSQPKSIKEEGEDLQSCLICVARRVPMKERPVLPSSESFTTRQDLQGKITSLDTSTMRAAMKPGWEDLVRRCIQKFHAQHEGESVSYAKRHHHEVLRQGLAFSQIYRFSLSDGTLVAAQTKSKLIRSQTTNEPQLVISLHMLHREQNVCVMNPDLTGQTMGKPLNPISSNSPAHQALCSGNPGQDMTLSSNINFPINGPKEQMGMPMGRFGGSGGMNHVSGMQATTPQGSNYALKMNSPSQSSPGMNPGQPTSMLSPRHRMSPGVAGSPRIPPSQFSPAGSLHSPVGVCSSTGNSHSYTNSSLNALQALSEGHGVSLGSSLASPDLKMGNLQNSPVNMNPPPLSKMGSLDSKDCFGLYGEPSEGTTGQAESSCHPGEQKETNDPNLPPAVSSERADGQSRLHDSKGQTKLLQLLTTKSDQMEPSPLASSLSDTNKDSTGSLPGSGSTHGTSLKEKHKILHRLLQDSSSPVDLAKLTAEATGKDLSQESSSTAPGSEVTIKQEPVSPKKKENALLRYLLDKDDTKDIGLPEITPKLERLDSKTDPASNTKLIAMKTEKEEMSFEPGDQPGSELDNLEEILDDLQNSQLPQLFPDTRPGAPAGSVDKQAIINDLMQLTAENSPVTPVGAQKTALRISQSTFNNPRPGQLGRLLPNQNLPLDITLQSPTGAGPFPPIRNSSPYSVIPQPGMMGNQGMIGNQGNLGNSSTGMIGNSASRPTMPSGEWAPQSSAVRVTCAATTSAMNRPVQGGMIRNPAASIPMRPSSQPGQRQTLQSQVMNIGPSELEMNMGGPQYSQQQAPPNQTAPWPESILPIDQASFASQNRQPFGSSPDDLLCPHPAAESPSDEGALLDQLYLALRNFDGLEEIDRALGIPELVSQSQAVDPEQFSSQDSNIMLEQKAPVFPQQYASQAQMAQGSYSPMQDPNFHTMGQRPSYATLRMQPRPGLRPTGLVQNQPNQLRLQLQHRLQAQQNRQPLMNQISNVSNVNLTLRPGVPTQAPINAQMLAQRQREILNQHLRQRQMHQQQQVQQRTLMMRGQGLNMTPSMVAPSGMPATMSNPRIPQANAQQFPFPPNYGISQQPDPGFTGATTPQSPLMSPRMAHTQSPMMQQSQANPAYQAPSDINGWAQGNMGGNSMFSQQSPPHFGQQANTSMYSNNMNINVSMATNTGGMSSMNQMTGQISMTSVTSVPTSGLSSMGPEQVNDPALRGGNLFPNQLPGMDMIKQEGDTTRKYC
NCOA3 inh: inhibitors of human steroid receptor coactivator 3 (SRC3); Q9Y6Q9; HEK293 GAL4-SRC3 luciferase reporter, luminescence; inhibition, % at 3.6 µM; actives 0.17% (n = 360,000);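 active means inhibition above a per-campaign cutoff, the mean of all compounds plus 3 SD, cut at about 60% in these data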;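 further: 0% = DMSO-treated cells and 100% = gossypol-treated cells at 36 µM; higher means less SRC3-driven luciferase light from the GAL4 reporter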
* hit, by the source's call; / = no result given.

SMILES	LRH-1 inv ag	TROY NFkB inh	NCOA1 inh	EBV LMP1 NFkB	TWEAK Fn14 block	KKLEB cytotox	C8 TRAIL sens	CF NFkB inh	COUP-TFII inh	SRC2 inh	NCOA3 inh
Cc1c(Cc2ccc3c(c2)OCO3)sc(NC(=O)C2CC2)c1C(N)=O	13	16	-19	0	-1	4	3	-1	-15	2	11
Cc1ccc(CSCCNC(=O)CN(c2cc(C)ccc2C)S(C)(=O)=O)cc1	15	-1	6	3	-7	0	-9	-8	8	12	6
O=C(NCCC(=O)N1CCN(c2ccccc2F)CC1)c1ccco1	-8	-27	-7	-4	6	-20	3	32	-11	-20	-11
Cc1cccc(-c2ncc(CN3CCN(C4CCCC4)C(CCO)C3)cn2)c1 (stereo not drawn)	-6	-22	2	1	4	10	12	-15	3	-11	3
Cc1ccccc1NC1=C/C(=N\S(=O)(=O)c2cccs2)c2ccccc2C1=O	-3	67*	80*	91*	102*	-93*	90*	94*	-4	-20	88*
COc1cccc(NC(=O)COC(=O)/C=C/c2ccco2)c1	3	-9	-1	-11	1	-11	8	13	-17	11	6
CSc1ncccc1C(=O)N1CCCC(C(=O)c2cc(F)ccc2F)C1 (stereo not drawn)	18	25	-3	0	-8	2	2	2	1	3	15
COc1ccccc1C(=O)NC(=O)CSc1nnnn1C	16	-9	3	7	12	5	5	6	14	-8	21
COc1ccc(N2CCN(C(=O)CN3C(=O)NC4(CCCCCC4)C3=O)CC2)cc1	44	4	-7	0	3	-5	-1	-23	1	12	4
C/C(=N/NC(=O)c1cccs1)c1cccs1	-126	-41	-111	-9	-13	-6	17	-8	-28	-83	-78
c1ccc(COc2ccccc2CNC23CC4CC(CC(C4)C2)C3)cc1	6	-2	15	5	-25	-12	0	19	5	-17	12
Clc1cccc(-c2ccc3nccn3c2)c1Cl	3	8	11	/	19	-4	4	30	5	24	-12
O=C(COc1cc(F)ccc1[N+](=O)[O-])NCCN1C(=O)CSC1=O	0	-2	10	0	-6	19	-8	-26	-12	-1	24
COc1ccc(S(=O)(=O)NCCc2nnc3ccc(SCC(=O)Nc4cc(C)on4)nn23)cc1	8	0	9	-3	4	-15	-3	8	11	-1	15
COc1cccc(C2CC(c3cccs3)=NN2C(=O)CCC(=O)O)c1OC (stereo not drawn)	-10	-14	-8	-7	-23	0	0	-4	0	5	2
C/C(=N/NC(=O)c1ccccn1)c1c[nH]c2ccccc12	-123	-4	-144	-24	-10	-1	20	-18	-39	-36	-57
COc1ccc(-c2cc(C(F)(F)F)c(C#N)c(=O)[nH]2)cc1	11	16	3	6	-5	3	-8	4	18	5	11
CCOc1ccc(CNC(=S)N/N=C\c2ccc([N+](=O)[O-])cc2)cc1	-12	-37	-26	3	-12	-25	3	17	-14	-39	-30
COc1cnn(C(C)(C)C)c(=O)c1Cl	11	5	4	2	-17	3	-1	-4	14	5	19
O=C(Nc1ccc(C(=O)N2CCCC2)cc1)C1CCCC1	-10	-19	-10	-4	5	1	-3	16	-2	-10	-21
C/C(CC(=O)Nc1cccc(F)c1)=N\NC(=O)C(=O)NC1CCCCC1	15	-34	3	3	-4	12	1	-13	2	7	1
COc1ccccc1[C@H]1C(c2ccc(F)cc2)=NN(c2ccccc2)[C@@H]1CO	18	2	-1	-1	20	3	14	14	5	-17	-5
CCOCCCN(Cc1ccco1)C(=O)c1cc2c(=O)[nH]c3ccc(C)cc3c2s1	2	-9	10	-3	18	-14	1	30	-5	12	11
COc1ccccc1NC(=O)c1ccc(N)cc1	4	-22	-4	2	-7	7	-11	0	-8	-4	-19
Cc1c(N=Cc2cccnc2)c(=O)n(-c2ccccc2)n1C	-5	17	-5	-22	1	7	-14	-4	-7	-31	1
CCOC(=O)c1cc2sccc2n1CC(=O)Nc1ccc(OC)cc1	2	-3	8	-3	0	0	-6	10	4	-3	-9
COc1cc(OC)c(C2NC(=O)CCC2[N+](=O)[O-])cc1OC (stereo not drawn)	-12	1	-11	5	2	12	4	-12	20	-3	7
O=S1(=O)CC/C(=N\O)c2ccccc21	-22	9	4	-3	8	11	11	-12	-7	-25	9
O=C(O)C1CC=CCC1C(=O)Nc1ccc(S(=O)(=O)N2CCCc3ccccc32)cc1 (stereo not drawn)	-17	14	-41	-20	-17	3	32	2	-78	-21	-37
Fc1ccc(Nc2nc(N/N=C/c3ccco3)nc(N3CCCCC3)n2)cc1	-6	12	6	-3	15	6	-2	-5	10	-36	-9
CCc1ccc(C(=O)Nn2c(C)nc3ccccc3c2=O)cc1	7	-1	18	-3	-3	3	3	-10	-18	12	-9
O=C1C2C3CCCC3=C3CCCC3C2C(=O)N1c1ccc(Cl)cc1 (stereo not drawn)	23	8	-2	-4	-15	-2	6	-5	7	-13	19
CN1C(=O)C2(OCC(COc3ccc(Cl)cc3)O2)c2ccccc21 (stereo not drawn)	6	21	-8	-3	5	17	7	-5	10	-21	14
O=C(C1CCCCN1S(=O)(=O)c1ccc(F)cc1)N1CCN(c2ccccc2F)CC1 (stereo not drawn)	7	8	-24	8	1	10	0	-3	15	14	8
O=C(OCc1ccc(Br)cc1)c1cccnc1Cl	12	-10	-28	1	35	5	0	-5	13	-13	4
Cc1ccc(S(=O)(=O)N2CCCCC2)cc1NC(=O)C1CC(=O)N(Cc2ccccc2)C1 (stereo not drawn)	12	4	2	-4	-13	13	-14	-15	6	-2	-5
O=C(N/C(=C\c1ccc(O)cc1)C(=O)N1CCCCC1)c1ccccc1	-13	11	18	5	15	4	6	-8	10	10	0
COc1ccc(N2CCN(C(=O)CCS(=O)(=O)c3ccc4c(c3)NC(=O)C(C)S4)CC2)cc1 (stereo not drawn)	7	-10	-60	-3	-1	14	3	-9	23	8	8
C[C@H](CO)N1C[C@H](C)[C@@H](CN(C)S(=O)(=O)c2cccs2)Oc2ccc(NC(=O)Nc3ccccc3)cc2C1=O	0	-2	-32	-5	11	14	16	-4	-3	-22	13
COc1ccc(CNC(=O)C2CCC(CNS(=O)(=O)c3ccc(C)cc3)CC2)cc1 (stereo not drawn)	4	14	-8	10	10	6	-26	2	7	8	-8
O=C(Nc1ccc2c(c1)OCCO2)C(CCc1ccccc1)N1CCN(c2ccc(F)cc2)CC1 (stereo not drawn)	-11	37	22	/	45	-22	4	-18	-13	12	9
c1ccc(N2CCN(Cc3cnc(N4CCOCC4)s3)CC2)cc1	10	-3	24	22	7	2	-1	-8	6	26	18
Cc1ccc(NC(=O)c2cncc(Br)c2)c([N+](=O)[O-])c1	-38	-53	-35	-2	-7	-25	-1	24	-11	-17	1
O=C(Cn1nnc2ccccc21)N/N=C/c1ccco1	-12	-13	5	4	17	7	-2	-23	3	-1	-5
CSC1=NCCN1C(=O)Cc1cccs1	-5	-18	1	-10	-1	-5	-4	-3	21	-8	4
CCNC(=O)CC1C(=O)N(c2ccc(F)cc2)C(=S)N1CCc1ccncc1 (stereo not drawn)	17	-10	6	-6	12	1	-1	7	-18	13	-1
O=C(NC1=NCCS1)c1cc(-c2cccc(Br)c2)nc2ccccc12	12	-9	-13	4	10	2	12	-8	19	1	4
CC(=O)Nc1c(C(=O)c2ccccc2)oc2ccccc12	5	5	7	10	7	7	-17	-1	1	-5	11
CC1CCN(C(=O)c2cc3c(ccc4ccccc43)o2)CC1	-149	41	-53	-4	61*	-11	39	-26	-34	-48	-100
CC(=O)Nc1ccc(/C=C/c2nc3ccccc3o2)cc1	-158	-16	-145	-29	17	8	9	-22	-52	-85	-111
CN(C)S(=O)(=O)c1ccc2nnn(OCC(=O)NC3CCS(=O)(=O)C3)c2c1 (stereo not drawn)	5	-7	-7	3	-11	-7	10	8	4	7	-3
Cc1ccc(C(O)C(=O)c2ccco2)cc1 (stereo not drawn)	7	0	6	-9	-11	-4	4	11	6	9	0
CCCc1cc(=O)n2[nH]c(C)c(-c3ccccc3)c2n1	-10	20	-9	-1	1	-28	2	-1	12	-11	-2
O=C(NNC(=O)C12CC3CC(CC(C3)C1)C2)c1cccc(O)c1	-11	13	-8	2	-1	-7	2	-2	-9	11	19

A second format for some results above.
Fields: LRH-1 inv ag	TROY NFkB inh	NCOA1 inh	EBV LMP1 NFkB	TWEAK Fn14 block	KKLEB cytotox	C8 TRAIL sens	CF NFkB inh	COUP-TFII inh	SRC2 inh	NCOA3 inh
- c1ccc(N2CCN(Cc3cnc(N4CCOCC4)s3)CC2)cc1
    10	-3	24	22	7	2	-1	-8	6	26	18
- Cc1ccc(NC(=O)c2cncc(Br)c2)c([N+](=O)[O-])c1
    -38	-53	-35	-2	-7	-25	-1	24	-11	-17	1
- O=C(Cn1nnc2ccccc21)N/N=C/c1ccco1
    -12	-13	5	4	17	7	-2	-23	3	-1	-5
- CSC1=NCCN1C(=O)Cc1cccs1
    -5	-18	1	-10	-1	-5	-4	-3	21	-8	4
- CCNC(=O)CC1C(=O)N(c2ccc(F)cc2)C(=S)N1CCc1ccncc1 (stereo not drawn)
    17	-10	6	-6	12	1	-1	7	-18	13	-1
- O=C(NC1=NCCS1)c1cc(-c2cccc(Br)c2)nc2ccccc12
    12	-9	-13	4	10	2	12	-8	19	1	4
- CC(=O)Nc1c(C(=O)c2ccccc2)oc2ccccc12
    5	5	7	10	7	7	-17	-1	1	-5	11
- CC1CCN(C(=O)c2cc3c(ccc4ccccc43)o2)CC1
    -149	41	-53	-4	61*	-11	39	-26	-34	-48	-100
- CC(=O)Nc1ccc(/C=C/c2nc3ccccc3o2)cc1
    -158	-16	-145	-29	17	8	9	-22	-52	-85	-111
- CN(C)S(=O)(=O)c1ccc2nnn(OCC(=O)NC3CCS(=O)(=O)C3)c2c1 (stereo not drawn)
    5	-7	-7	3	-11	-7	10	8	4	7	-3
- Cc1ccc(C(O)C(=O)c2ccco2)cc1 (stereo not drawn)
    7	0	6	-9	-11	-4	4	11	6	9	0
- CCCc1cc(=O)n2[nH]c(C)c(-c3ccccc3)c2n1
    -10	20	-9	-1	1	-28	2	-1	12	-11	-2
- O=C(NNC(=O)C12CC3CC(CC(C3)C1)C2)c1cccc(O)c1
    -11	13	-8	2	-1	-7	2	-2	-9	11	19
